Screens as filed in PubChem.
Dynein cargo inh – blocks dynein driven cargo transport along microtubules; 3617.4 mouse cells, GR-EGFP nuclear translocation imaging; test concentration mostly 20 µM; stimulated with dexamethasone, 1 µM; active compounds read low; z-score, hits read low; hit rate 0.47% among 220,000; AID 1381;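 active means plate z-score of nuclear minus cytoplasmic receptor signal below a set negative limit, without overly bright fluorescence or cell loss, cut at about -3.5 in these data, passing the limit was not always enough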;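 further: z-score of nuclear minus cytoplasmic ring GR-EGFP intensity difference per well; some compounds called inactive have numbers as strong as hits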
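Buffer or medium: tet-free, stripped-serum medium; reagent: dexamethasone at 1.0 µM final, 30 min; incubation: 48 h induction, 1 h compound, 30 min dex at 37 °C; measured by: formaldehyde fixation, Hoechst nuclear stain, 10x automated fluorescence imaging; read-out: nuclear-to-cytoplasmic GR-EGFP distribution per well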
MT stabilize HCS – microtubule stabilizers in HeLa cells. HeLa tubulin immunostaining HCS, 24 h; share of cells brighter than vehicle mean+2SD. % tubulin-high responders, % at 10 µM. hit rate 0.83% among 200,000. AID 2205;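 active means plate Z-score above 3 for both tubulin-high and condensed-nucleus cell shares, with cell loss under 80%, at 10 µM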;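 further: anti alpha tubulin signal scored within the nucleus-defined area of each cell; some results filed as inactive read as strong as hits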
b-catenin transl – alters nuclear translocation of beta-catenin in HeLa cells. immunofluorescence imaging. nuclear translocation activity, % at 5 µM. hit rate 0.3% among 190,000. AID 1665;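 active means nuclear translocation activity above 50% at 5 µM, with a well cell count of 50 or more; inconclusive means wells under 50 cells across six images, flagged as toxic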;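 further: per-cell ratio of nuclear to cytoplasmic median beta-catenin stain intensity; plate controls were DMSO negative control for no effect and GSK-3 inhibitor IX positive control for full effect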
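assay system = human HeLa cells, endogenous beta-catenin | times = compound treatment 24 h, 37°C, 5% CO2 | detection = Anti-beta-catenin immunofluorescence on PFA-fixed, Triton-permeabilized cells, DAPI nuclei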
Insulin prom up – MIN6 insulin promoter up-regulation; hit rate 0.3% among 190,000; z-score at 5 µM; MIN6 insulin promoter-GFP reporter, high-content imaging; active compounds read high; AID 1625;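 active means z-score above 3 at 5 µM with at least 500 cells counted in the well; inconclusive means wells under 500 cells, flagged as cytotoxic or low count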
Hep lipid drop – hepatic lipid droplet formation modulation | AML12 mouse hepatocytes, oleate lipid droplets, BODIPY imaging | inhibition, % at 6.5 µM | hit rate 0.4% among 240,000 | AID 1656;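 active means lipid droplet intensity inhibited by at least 50%, with more than 500 cells counted; inconclusive means wells with under 300 cells, treated as cytotoxic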
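Technique: fluorescence imaging, 20x objective, two fields per well / Assay system: AML12 hepatocytes (mouse) / Measure: % inhibition of lipid droplet signal / Doses: 6.5 µM single-point dosing / Incubation: overnight exposure / Reagent: 100 µM oleic acid challenge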
Yfh1-depleted yeast – enhancers of respiration in Yfh1-depleted yeast, dose response, Friedreich's ataxia, plus single-dose screen (AID 1465); S. cerevisiae Yfh1-off respiration, WST-1 reduction, 72 h; higher fold induction means a stronger effect; one-dose fold induction at 50 µM; EC50 in µM for titrated hits; hit rate 0.074% among 220,000;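 active means fold induction of absorbance versus untreated yeast above a set limit, then at least 30% activation at any dose in follow-up; inconclusive means repeats straddling the limit, or above it without dose testing; inactive means fold induction below the set limit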;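 further: activators that raise dye reduction in frataxin-depleted yeast; strong numbers were not always called active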
Autophagy mod – alters autophagy in cells; MEF GFP-LC3 puncta imaging; test concentration mostly 10 µM; hit rate 0.98% among 190,000; calls only at 10 µM (by protocol); AID 463193;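 active means percentage of spot-positive cells more than 3 SD above its plate mean, without a fluorescence outlier flag or 80% toxicity; inconclusive means no clear call, values can overlap the other calls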;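 further: spot-positive cell cutoff set from DMSO-treated cells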
WT yeast gro inh – growth inhibition of WT yeast, mitochondrial fusion screen | mitochondrial fusion phenotypic screen, WT strain | inhibition, % at 10 µM | hit rate 2.1% among 190,000 | AID 1362; in the data active means inhibition above about 58%; tested in S. cerevisiae
NOD2 inhibition – NOD2 signaling inhibitors, cell-based, luminescence, uHTS, HEK293 (AID 1566). inhibition, % at 4 µM, or EC50 in µM where a hit was titrated. hit rate 0.63% among 290,000. HEK293 NOD2/NF-kB luciferase reporter, luminescence; higher % means a stronger effect; in the data active means inhibition above about 50%; further: many of its hits are not listed in these tables
WT yeast gro inh mutant strain – second read-out of WT yeast gro inh, no call of its own (marks repeat the call); inhibition, %; mitochondrial fusion phenotypic screen, mutant strain inhibition
Dynein cargo inh cytoplasmic EGFP – further read-out of Dynein cargo inh, marked with its call; z-score; measured here: cytoplasmic GR-EGFP intensity; active compounds read high
Dynein cargo inh nuclear GR-EGFP – recorded beside Dynein cargo inh, whose call it bears; z-score; measured here: nuclear GR-EGFP intensity;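 lower value marks the stronger effect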
Dynein cargo inh cell count – also measured in Dynein cargo inh; calls as there; z-score; measured here: cell count per field
Insulin prom up cell count – recorded beside Insulin prom up, whose call it bears; cell count; measured here: cytotoxicity, nuclei count;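 total cells summed across four imaged fields per well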
Hep lipid drop cells 6.5 µM – second read-out of Hep lipid drop, no call of its own (marks repeat the call); cell count; measured here: cell count, cytotoxicity flag;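 cells counted across two imaged fields per well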
b-catenin transl cell count 5 µM – second read-out of b-catenin transl, no call of its own (marks repeat the call); cell count; measured here: cell count, cytotoxicity flag
MT stabilize HCS Hoechst-high % – also measured in MT stabilize HCS; calls as there; % Hoechst-high responders; measured here: nuclear condensation Hoechst responders;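 share of cells brighter than vehicle mean plus two SD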
MT stabilize HCS cytotoxicity % – recorded beside MT stabilize HCS, whose call it bears; toxicity, %; measured here: cytotoxicity by cell density;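 0% = mean cell density of plate MIN control wells and 100% = no cells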
Autophagy mod cell loss 18 h – second read-out of Autophagy mod, no call of its own (marks repeat the call); toxicity, %; measured here: cell loss, nuclei count;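 cell loss after 18 h compound exposure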
Starred values were filed as active, the others as inactive; i = inactive; u = inconclusive; x = not tested or not shown. The list is partial, so the mix of outcomes need not match the whole.

SMILES	Dynein cargo inh	Dynein cargo inh cytoplasmic EGFP	Dynein cargo inh nuclear GR-EGFP	Dynein cargo inh cell count	MT stabilize HCS	MT stabilize HCS Hoechst-high %	MT stabilize HCS cytotoxicity %	b-catenin transl	b-catenin transl cell count 5 µM	Insulin prom up	Insulin prom up cell count	Hep lipid drop	Hep lipid drop cells 6.5 µM	Yfh1-depleted yeast	Autophagy mod	Autophagy mod cell loss 18 h	WT yeast gro inh	WT yeast gro inh mutant strain	NOD2 inhibition
CCOC(=O)Cn1nc(C)c(NC(=O)COc2ccc(C)c(C)c2)c1C	-0.5	-0.22	0.55	0.5	x	x	x	-0.2	1362	0.82	864	-1	676	i	x	x	x	x	-3%
COc1ccc(NS(=O)(=O)c2cc(NC(=O)C3CCCO3)ccc2N2CCCCC2)cc1 (stereo not drawn)	0.079	-0.29	-0.038	0.24	3.6	4.4	1.4	2.0	1039	-0.87	1213	-8	701	i	i	1	-4	10	-5%
CC(C)Oc1ccc(C(=O)Nc2cccc3cccnc23)cc1	-0.14	-0.23	0.22	0.49	4.5	2.2	9.0	-2.1	1047	-0.14	1585	-12	732	i	i	0	59*	40*	-8%
Nc1nonc1C(=O)N/N=C/c1cc(Br)ccc1O	-0.74	-0.32	-0.32	0.64	1.5	1.9	31	-3.2	968	2.3	909	-71	615	i	i	25	28	13	15%
C=CCOc1ccc(C2/C(=C(\O)c3c(C)[nH]c(C(=O)OC)c3C)C(=O)C(=O)N2CCN(C)C)cc1 (stereo not drawn)	-1.1	-0.26	-0.7	-0.11	2.4	2.1	22	0.8	1054	0.28	1851	-6	621	i	i	-3	12	8	-1%
CCOC(=O)c1cnc(SCC(=O)OC)nc1N	-0.052	-0.26	0.21	-0.35	1.7	1.3	2.9	-1.8	923	x	x	2	618	i	i	6	-2	9	-30%
COc1cccc(CNC(=O)c2cnc(-c3ccccn3)nc2C(F)(F)F)c1	1.1	-0.092	1.5	-1.2	2.7	1.4	6.9	-1.7	968	-0.37	1317	x	x	x	i	-23	-4	-3	8%
CC1(C)CC(C)(c2ccc(O)cc2O)N(c2ccc3ccccc3c2)C(=S)N1 (stereo not drawn)	-0.7	-0.13	-0.12	-1.4	2.2	1.3	2.8	0.9	1114	x	x	-27	697	i	i	-18	-13	6	2%
O=C(O)CN1C(=O)/C(=C/c2ccc(SCc3ccccc3)o2)SC1=S	0.74	-0.28	0.15	0.07	5.8	1.6	2.9	2.2	1007	0.57	1137	14	704	u	i	16	1	-4	4%
CCSc1nnc(-c2cc(Br)ccc2N=Cc2c(C)[nH]n(-c3ccccc3)c2=O)c(=O)[nH]1	2.9	-0.21	1.8	-1.3	5.1	1.5	9.6	2.7	1154	0.14	1199	3	750	i	i	-15	17	12	2%
COc1cc2c(cc1OC)C1=C(C#N)CCC(=O)N1CC2	0.7	0.51	1.2	-0.62	4.2	2.6	6.0	-0.9	1011	-1.8	1253	30	796	i	i	-1	-5	1	20%
CC(C)(O)C#Cc1ccc(CN2CCN(Cc3ccccc3)C(CCO)C2)cc1 (stereo not drawn)	2	-0.11	0.85	-0.34	1.8	2.5	7.9	1.7	989	0.43	1414	-12	692	i	i	16	16	8	14%

An excerpt from further up, for reference:
SMILES	Dynein cargo inh	Dynein cargo inh cytoplasmic EGFP	Dynein cargo inh nuclear GR-EGFP	Dynein cargo inh cell count	MT stabilize HCS	MT stabilize HCS Hoechst-high %	MT stabilize HCS cytotoxicity %	b-catenin transl	b-catenin transl cell count 5 µM	Insulin prom up	Insulin prom up cell count	Hep lipid drop	Hep lipid drop cells 6.5 µM	Yfh1-depleted yeast	Autophagy mod	Autophagy mod cell loss 18 h	WT yeast gro inh	WT yeast gro inh mutant strain	NOD2 inhibition
COc1cc2c(cc1OC)C1=C(C#N)CCC(=O)N1CC2	0.7	0.51	1.2	-0.62	4.2	2.6	6.0	-0.9	1011	-1.8	1253	30	796	i	i	-1	-5	1	20%
CC(C)(O)C#Cc1ccc(CN2CCN(Cc3ccccc3)C(CCO)C2)cc1 (stereo not drawn)	2	-0.11	0.85	-0.34	1.8	2.5	7.9	1.7	989	0.43	1414	-12	692	i	i	16	16	8	14%

Later entries
SMILES	Dynein cargo inh	Dynein cargo inh cytoplasmic EGFP	Dynein cargo inh nuclear GR-EGFP	Dynein cargo inh cell count	MT stabilize HCS	MT stabilize HCS Hoechst-high %	MT stabilize HCS cytotoxicity %	b-catenin transl	b-catenin transl cell count 5 µM	Insulin prom up	Insulin prom up cell count	Hep lipid drop	Hep lipid drop cells 6.5 µM	Yfh1-depleted yeast	Autophagy mod	Autophagy mod cell loss 18 h	WT yeast gro inh	WT yeast gro inh mutant strain	NOD2 inhibition
CN(C)/C=C(\C=O)c1cccc(Cl)c1	0.83	-0.12	0.55	-0.84	2.9	2.2	9.1	-0.7	1574	0.06	1462	-11	715	i	i	1	-15	5	10%
CC(C)Cc1nc2oc3c(N4CCN(CCO)CC4)ncnc3c2c2c1CCCC2	-0.011	-0.19	0.29	0.67	3.8	3.5	14	-1.7	1043	-1.1	1012	3	671	i	i	-13	18	12	14%
Cn1nccc1/C=C(/C#N)S(=O)(=O)c1ccccc1	1.2	-0.21	0.78	-1	3.1	1.7	2.9	x	x	0.07	1338	-17	707	i	i	-4	17	32	-15%
O=C(NCC1CCCO1)c1ccc(NS(=O)(=O)c2ccccc2)cc1 (stereo not drawn)	-0.21	-0.3	-0.3	0.59	2.6	2.6	4.8	1.5	860	1.8	1463	-3	710	i	i	14	9	14	-18%
O=C(CNC(=S)N(Cc1ccccc1)Cc1ccccc1F)NCc1ccccc1	1.5	-0.057	0.39	-1.8	2.4	2.8	1.3	-2.8	1070	0.38	1307	-7	686	i	i	21	75*	18*	-31%
Cc1ccc(NC(=S)Nc2nc(CC(=O)Nc3ccccc3)cs2)cc1	-0.88	-0.2	-0.18	0.57	3.0	2.3	9.8	x	x	x	x	x	x	i	i	-28	0	-8	-67%
Cc1ccc(SCC(=O)NCC2CCCO2)cc1 (stereo not drawn)	-0.66	-0.32	-0.39	0.75	1.5	1.6	10	-0.3	1098	-0.14	1537	-8	641	i	i	12	4	5	-24%
CN(C)CCCN(C(=O)CCc1ccccc1)c1nc2c(F)cccc2s1	1.2	-0.26	0.48	-0.39	3.7	2.8	1.1	1.4	913	-0.17	1077	-6	539	i	i	14	60*	51*	-3%
c1cnc(NCCNc2ncccn2)nc1	2.3	-0.13	1.6	-0.72	6.9	3.0	3.2	0.6	1099	-0.31	1844	15	611	i	i	14	-7	0	-8%
Cc1ccc(SCC(=O)c2ccc(CC(=O)O)s2)cc1	1	-0.13	0.38	-1.6	x	x	x	1.1	1289	1	1398	x	x	i	x	x	x	x	-34%
Cc1cc(C)c2nc(NNC(=O)c3ccc(S(=O)(=O)N4CCc5ccccc5C4)cc3)sc2c1	2.7	-0.11	3.1	-1.9	10	2.0	32	-1.8	311	-5.9	626	-9	727	i	i	10	19	-4	-71%
O=C(Nc1ccc2c(c1)CCC2)c1cc2ccccc2o1	-0.23	-0.27	0.064	0.83	2.6	1.3	7.8	-6.3	1169	x	x	-3	830	x	i	-11	44	38	-137%
O=C(NCCc1nc2ccccc2[nH]1)/C(=C/c1ccc(F)cc1)NC(=O)c1ccco1	-1.1	-0.21	-0.47	0.92	x	x	x	0.7	1335	-0.39	1045	-2	695	i	x	x	x	x	21%
Cc1cc(C(=O)CSc2nnc(-c3ccco3)o2)c(C)n1CC1COc2ccccc2O1 (stereo not drawn)	0.77	-0.16	0.73	-0.15	3.0	3.4	21	1.6	1134	x	x	x	x	i	i	2	13	2	41%
Cc1ccnc(NC(=O)c2cccc(NC(=O)Cc3ccccc3)c2)c1	1.6	-0.16	0.91	-1.2	3.6	1.3	2.2	0.9	1077	0.08	1509	-2	733	i	i	-13	13	5	-15%
COc1ccc(CNC(=O)COC(=O)c2cnccn2)cc1	0.39	-0.19	0.31	0.53	2.4	2.6	9.4	1.6	985	1.3	904	-13	783	i	i	-2	11	-50	1%
CC1CCCCN1CCCNC(=O)C1CCN(c2nc3ccccc3o2)CC1 (stereo not drawn)	-0.41	-0.21	0.0019	0.92	2.2	0.8	1.7	-0.3	1097	-0.96	1752	-1	612	i	i	0	10	1	2%
CCC(=O)Nc1ccc2c(c1)C(=O)N(C1CCCCC1)C2=O	2.3	-0.21	1.4	-0.79	2.6	1.2	7.1	x	x	1	1228	-2	688	i	i	5	-7	-8	2%
COc1ccc(-c2nc(N)n(C(C)=O)n2)cc1	1	-0.18	0.52	-0.48	3.3	2.1	4.4	1.8	1160	-0.02	1298	-12	731	i	i	-4	9	2	-11%
O=C(N1CCOCC1)N1CCN(c2nc(-c3ccc(F)cc3)cs2)CC1	-1	-0.2	-0.55	0.8	2.0	1.7	7.2	-0.7	1241	-0.35	1291	-7	772	i	i	-8	9	21	-8%
CCN(CC)C(=O)CSc1ncnc2c1nnn2-c1ccc(OC)cc1	-0.3	0.048	0.3	-0.67	4.5	1.7	1.3	0.6	864	0.24	1498	x	x	i	i	10	-12	-12	26%
